# Screening results: PubChem, several laboratories
# NOD2 inhibition: inhibition of NOD2-driven NF-kB reporter – cell-based, luminescence, uHTS, HEK293 (AID 1566); HEK293 NOD2/NF-kB luciferase reporter, luminescence; higher % means a stronger effect; inhibition, % at 4 µM; hits with a dose series show EC50 in µM; actives 0.63% (n = 290,000); in the data active means inhibition above about 50%; further: many of its hits are not listed in these tables
# Dynein cargo inh: dynein cargo transport inhibition. 3617.4 mouse cells, GR-EGFP nuclear translocation imaging; test concentration mostly 20 µM; stimulated with dexamethasone, 1 µM; active compounds read low. z-score, hits read low. actives 0.47% (n = 220,000);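 active means plate z-score of nuclear minus cytoplasmic receptor signal below a set negative limit, without overly bright fluorescence or cell loss, cut at about -3.5 in these data, passing the limit was not always enough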;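 further: z-score of nuclear minus cytoplasmic ring GR-EGFP intensity difference per well; some compounds called inactive have numbers as strong as hits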
#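 Buffer or medium: Induction medium lacking tetracycline, stripped serum | Also added: Dexamethasone agonist, 1.0 µM final, for 30 min | Timing: 48 h induction, 1 h compound, 30 min dex at 37 °C | Detection: Formaldehyde fixation, Hoechst nuclear stain, 10x automated fluorescence imaging | Measure: Nuclear versus cytoplasmic GR-EGFP signal, averaged per well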
# b-catenin transl: alters nuclear translocation of beta-catenin in HeLa cells. immunofluorescence imaging. nuclear translocation activity, % at 5 µM. actives 0.3% (n = 190,000);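 active means nuclear translocation activity above 50% at 5 µM, with a well cell count of 50 or more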;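 further: per-cell ratio of nuclear to cytoplasmic median beta-catenin stain intensity; plate controls were DMSO negative control for no effect and GSK-3 inhibitor IX positive control for full effect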
#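 Test system: human HeLa cells, endogenous beta-catenin. Times: 24 h compound exposure, 37°C. Measured by: beta-catenin immunofluorescence imaging with DAPI.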
# Autophagy HCS: autophagy modulation, high-content screen | actives 0.98% (n = 190,000) | calls only at 10 µM (by protocol) | MEF GFP-LC3 puncta imaging; test concentration mostly 10 µM;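 active means percentage of spot-positive cells more than 3 SD above its plate mean, without a fluorescence outlier flag or 80% toxicity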;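 further: spot-positive cell cutoff set from DMSO-treated cells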
# Yfh1-off respiration: mitochondrial function rescue without frataxin homolog – Friedreich's ataxia, plus single-dose screen, dose response (AID 1465); S. cerevisiae Yfh1-off respiration, WST-1 reduction, 72 h; higher fold induction means a stronger effect; one-dose fold induction at 50 µM; EC50 in µM for titrated hits; actives 0.074% (n = 220,000);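 active means fold induction of absorbance versus untreated yeast above a set limit, then at least 30% activation at any dose in follow-up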;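 further: activators that raise dye reduction in frataxin-depleted yeast; strong numbers were not always called active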
# MT stabilizer: stabilizes microtubules in HeLa cells. HeLa tubulin immunostaining HCS, 24 h; share of cells brighter than vehicle mean+2SD. % tubulin-high responders, % at 10 µM. actives 0.83% (n = 200,000). AID 2205;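 active means plate Z-score above 3 for both tubulin-high and condensed-nucleus cell shares, with cell loss under 80%, at 10 µM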;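 further: anti alpha tubulin signal scored within the nucleus-defined area of each cell; some results filed as inactive read as strong as hits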
# NOD1 inhibition: NOD1 signaling inhibitors, primary screen, cell-based, luminescence, uHTS (AID 1578). one-dose inhibition, % at 4 µM; EC50 in µM for titrated hits. actives 1% (n = 290,000). NOD1-driven NF-kB luciferase reporter cells, luminescence; higher % means a stronger effect; in the data active means inhibition mostly above about 36%, no sharp cut-off; inactive means mostly below about 34%;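 further: HEK-293T reporter cells stimulated with the NOD1 agonist gamma-tri-DAP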
# Insulin prom up: MIN6 insulin promoter up-regulation; MIN6 insulin promoter-GFP reporter, high-content imaging; active compounds read high; z-score at 5 µM; actives 0.3% (n = 190,000); AID 1625;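 active means z-score above 3 at 5 µM with at least 500 cells counted in the well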
# M17LAP inhibition: P. falciparum M17LAP inhibitors, primary screen, biochemical, fluorogenic H-Leu-NHMec substrate, 1536-well (AID 1619). recombinant M17LAP, H-Leu-NHMec fluorogenic kinetic assay; higher % means a stronger effect. inhibition, % at 30 µM, or IC50 in µM where a hit was titrated. actives 0.38% (n = 220,000);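 active means compound inhibiting the enzyme by more than half at any dose during confirmatory dose-response retesting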;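 further: plate controls were full reaction with DMSO carrier for no effect and no enzyme background for full effect; strong numbers were not always called active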
# Dynein cargo inh cytoplasmic EGFP: recorded beside Dynein cargo inh, whose call it bears; z-score; measured here: cytoplasmic GR-EGFP intensity; active compounds read high
# Dynein cargo inh nuclear GR-EGFP: also measured in Dynein cargo inh; calls as there; z-score; measured here: nuclear GR-EGFP intensity;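 lower value marks the stronger effect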
# Dynein cargo inh cell count: further read-out of Dynein cargo inh, marked with its call; z-score; measured here: cell count per field
# Insulin prom up cell count: also measured in Insulin prom up; calls as there; cell count; measured here: cytotoxicity, nuclei count;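 total cells summed across four imaged fields per well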
# b-catenin transl cell count 5 µM: further read-out of b-catenin transl, marked with its call; cell count; measured here: cell count, cytotoxicity flag
# MT stabilizer Hoechst-high %: further read-out of MT stabilizer, marked with its call; % Hoechst-high responders; measured here: nuclear condensation Hoechst responders;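 share of cells brighter than vehicle mean plus two SD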
# MT stabilizer cytotoxicity %: recorded beside MT stabilizer, whose call it bears; toxicity, %; measured here: cytotoxicity by cell density;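 0% = mean cell density of plate MIN control wells and 100% = no cells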
# Autophagy HCS cell loss 18 h: further read-out of Autophagy HCS, marked with its call; toxicity, %; measured here: cell loss, nuclei count;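 cell loss after 18 h compound exposure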
# Starred values were filed as active, the others as inactive; i = inactive; nt = no result given; + = active, no number. Not all compounds are listed (hit frequency here may not be typical).
SMILES,NOD2 inhibition,Dynein cargo inh,Dynein cargo inh cytoplasmic EGFP,Dynein cargo inh nuclear GR-EGFP,Dynein cargo inh cell count,b-catenin transl,b-catenin transl cell count 5 µM,Autophagy HCS,Autophagy HCS cell loss 18 h,Yfh1-off respiration,MT stabilizer,MT stabilizer Hoechst-high %,MT stabilizer cytotoxicity %,NOD1 inhibition,Insulin prom up,Insulin prom up cell count,M17LAP inhibition
O=C(c1ccccc1)N(NC(=O)C(O)(c1ccccc1)c1ccccc1)c1cccc(F)c1,-36%,0.55,-0.029,0.57,-1.3,-1.1,1064,i,12,i,6.8,1.7,4.9,-33%,0.19,1558,-6%
O=S(=O)(c1ccc(Cl)cc1)n1ccc(-c2cccc(OCc3c(F)cccc3Cl)c2)n1,-12%,-0.39,-0.2,-0.47,0.29,nt,nt,i,-5,i,2.2,2.8,8.7,-4%,nt,nt,-13%
O=C(Nc1ccc(N2CCOCC2)nc1)c1c(F)cccc1F,-22%,1.6,-0.14,0.75,-1.7,0.7,1027,nt,nt,i,nt,nt,nt,-5%,-0.12,1301,-3%
Cc1cc(C(=O)Nc2ccccc2C(F)(F)F)no1,-14%,-0.68,-0.21,-0.039,0.24,2.3,1455,i,36,i,1.9,2.4,9.0,-8%,0.67,1609,8%
CCSc1sccc1C1C(C#N)=C(N)N(c2cccnc2)C2=C1C(=O)CC(C)(C)C2 (stereo not given),-7%,0.31,-0.16,0.99,0.16,-9.2,969,i,14,i,1.5,2.5,4.0,-11%,-0.33,1407,10%
CN1CCSc2ccc(C(=O)Nc3cccc(F)c3)cc21,-133%,-0.87,-0.095,-0.33,0.33,0.4,1387,nt,nt,i,nt,nt,nt,4%,-0.76,1011,-8%
O=C1CC(c2ccc(Cl)cc2)n2nc(N3C(=O)c4ccccc4C3=O)nc2N1 (stereo not given),3%,0.039,-0.25,0.23,0.32,-1.6,1055,i,-4,i,2.7,1.4,11,25%,0.41,1232,-11%
N/C(=N\OC(=O)C1CC1)c1ccc([N+](=O)[O-])s1,35%,0.28,-0.17,0.14,-0.2,-2.1,1103,nt,nt,i,nt,nt,nt,3%,-0.17,1233,3%
CCC(C)c1ccccc1NC(=O)C(C)N(C)Cc1cccc(OC)c1 (stereo not given),-24%,-1.1,-0.3,-0.23,0.97,1.3,1044,i,-1,i,1.8,2.2,11,31%,0.21,1227,0%
CCOC(=O)c1ccc(NC(=O)Cn2c(-c3nonc3N)nc3ccccc32)cc1,7%,-0.44,-0.17,-0.35,0.16,-3.4,1083,i,22,i,2.3,2.1,4.2,-44%,-0.11,1684,9%
Cc1cc(C)c2cc(CN(Cc3ccc4c(c3)OCO4)Cc3nnnn3Cc3ccco3)c(=O)[nH]c2c1,-4%,-1.7,0.57,-0.33,2.2,nt,nt,i,1,i,3.1,2.9,23,-12%,-1.2,1261,2%
COC(=O)/C=C1/SC(=NC(=O)c2ccc(F)cc2)NC1=O,-7%,0.062,-0.16,0.023,-0.23,-1.3,1176,nt,nt,i,nt,nt,nt,3%,-0.04,1413,12%
CN1CCN(CC(=O)n2c3c(c4ccccc42)CCCC3)CC1,0%,-0.18,-0.21,0.059,1.3,-1.2,937,+,-20*,i,1.6,2.3,9.4,28%,-0.16,1147,-1%
O=C(O)CC1(CC(=O)Nc2ccc(Br)cc2)CCCCC1,2%,-0.64,-0.12,-0.51,0.36,0.6,1014,i,-4,i,2.4,3.9,0.8,-17%,-0.12,1572,20%
O=C(CNS(=O)(=O)c1cccc(Cl)c1)Nc1ccc(-c2nc3ccccc3s2)cc1,-83%,0.99,0.18,0.8,-1.4,1.3,1105,i,-17,i,3.9,2.1,8.0,-30%,-0.24,1510,-10%
CCOC(=O)c1c(NC(=O)COC(=O)c2ccncc2)sc(C)c1C,8%,0.68,-0.058,0.54,-0.13,-2.7,902,i,-2,i,2.0,3.0,3.6,-13%,1.5,1615,2%
C=CCN1CCN(C(c2ccc(Cl)cc2)c2nnnn2CCc2ccc(OC)c(OC)c2)CC1 (stereo not given),9%,0.33,-0.25,0.32,-0.48,-1.4,1041,i,8,i,2.1,1.7,6.2,-18%,0.03,1930,9%
Cc1cccc(-c2nnc3sc(-c4ccccc4C)nn23)c1,8%,0.76,-0.22,0.96,0.43,-2.7,1009,i,12,i,2.6,1.9,9.7,-36%,-3.3,1050,5%
CCC(=O)Nc1ccc(/C=C(\C(C)=O)C(=O)c2ccccc2)cc1,-35%,-4.1*,0.46*,-2.1*,0.92*,0.1,1335,nt,nt,i,nt,nt,nt,3%,-1.1,936,9%
CCOC(=O)C1=C(SCC(=O)Nc2ccccc2)NC(=O)C(C#N)C12CCCCC2 (stereo not given),16%,-0.012,-0.18,-0.068,-0.28,-0.3,761,i,1,i,2.8,1.5,7.4,28%,-0.1,997,1%
CN(C)C(=O)C1OC(C)(C)OC1C(=O)N(C)C (stereo not given),-6%,-0.33,-0.24,-0.35,1.8,nt,nt,i,14,i,3.8,3.7,8.9,-22%,nt,nt,15%
COc1ccc(C(=O)NCCc2ccc(S(N)(=O)=O)cc2)cc1OC,9%,0.33,-0.27,0.34,-0.095,-4.6,1151,i,-21,i,5.1,3.5,10,2%,0.04,911,4%
CCCNCc1cc(OC)c(OCc2ccccc2)cc1Br,10%,0.5,-0.25,0.52,-0.0049,-0.1,1113,i,16,i,4.5,2.7,8.5,-31%,-0.09,1480,1%
COCc1cc(C)nc(SCC(=O)NCc2ccco2)c1C#N,13%,-1.3,-0.18,-0.37,0.49,nt,nt,i,13,i,5.3,2.2,12,-17%,-0.5,1232,11%
O=C(NC1=NCCS1)c1ccc([N+](=O)[O-])cc1Cl,8%,-0.81,0.11,-0.53,0.081,-1.0,1141,i,-10,i,2.7,2.0,4.8,-36%,-0.75,1372,-8%
CNC(=O)c1ccc(N(Cc2ccccc2C)S(C)(=O)=O)cc1,18%,-0.92,-0.23,-0.59,0.72,0.0,587,i,-5,i,3.3,1.1,1.3,16%,0.71,1550,9%
Cc1ccc(NC(=O)c2ccc(OC(=O)COc3cccc(Cl)c3)cc2)cc1,-45%,-0.39,-0.32,-0.42,1.1,-3.1,1124,i,1,i,1.4,4.3,6.3,-49%,-0.32,1498,10%
CCN(CC)S(=O)(=O)c1ccc(NC(=O)c2cc(=O)[nH]c3ccccc23)cc1,11%,-0.93,-0.32,0.016,0.22,-2.2,1116,i,6,i,3.2,3.6,2.1,-32%,-0.28,1366,-1%
CCOC(=O)c1cnc(-c2ccccc2)nc1C(F)(F)F,26%,0.2,-0.15,0.078,-0.29,0.6,1114,i,3,i,7.7,1.1,9.1,-5%,0.27,1326,-2%
Cc1ccc(CN2CCN(Cc3cnc(N(C)C)s3)CC2CCO)o1 (stereo not given),1%,0.1,-0.35,0.15,0.82,0.3,1533,i,-1,i,2.0,3.2,8.5,-30%,0.16,1398,15%
Cc1nc(C)c(CCNC(=O)c2ccccc2)s1,8%,1.5,-0.24,1,-0.73,-1.2,1074,i,11,i,4.7,3.9,8.3,-10%,-0.2,1486,-11%
CC(C)COC(=O)C(C#N)c1nc2ccccc2nc1N1CCN(Cc2ccc3c(c2)OCO3)CC1 (stereo not given),-4%,-1.3,-0.028,-0.66,0.93,0.7,1150,i,-3,i,2.5,3.2,11,3%,-2.1,925,5%
CC(=O)Nc1ccc(N2CCCCC2)cc1,9%,0.019,-0.25,-0.86,0.0061,-0.8,1406,i,2,i,2.4,1.6,8.8,-2%,-0.21,1570,-5%
O=S(=O)(NCc1cccs1)NCc1ccccc1F,-1%,-0.29,-0.17,-0.1,-0.084,-4.3,1119,i,-3,nt,2.3,1.1,4.5,-21%,0.13,1292,-7%
C/C(=N\NS(=O)(=O)c1ccc(C)c([N+](=O)[O-])c1)c1cccs1,18%,2.1,-0.21,1.2,-2.4,-0.9,1090,i,2,i,3.5,4.5,4.6,-23%,-0.51,1370,-3%
O=C(CN1CCCCC1)Nc1cc(Cl)ccc1Oc1ccccc1,-12%,0.23,-0.28,0.38,-0.098,-1.0,1051,i,2,i,2.8,4.0,10,-46%,0.13,1257,-6%
CCOC(=O)c1c(-c2ccc(C)cc2)csc1NC(=O)/C(C#N)=C/c1ccc(O)c(OC)c1,19%,-10,27,-0.88,0.53,0.2,560,+,-8.2*,i,2.8,2.8,7.2,-8%,nt,nt,2%

# Some of these compounds in order of count of non-hydrogen atoms, largest number first:
SMILES,NOD2 inhibition,Dynein cargo inh,Dynein cargo inh cytoplasmic EGFP,Dynein cargo inh nuclear GR-EGFP,Dynein cargo inh cell count,b-catenin transl,b-catenin transl cell count 5 µM,Autophagy HCS,Autophagy HCS cell loss 18 h,Yfh1-off respiration,MT stabilizer,MT stabilizer Hoechst-high %,MT stabilizer cytotoxicity %,NOD1 inhibition,Insulin prom up,Insulin prom up cell count,M17LAP inhibition
CCN(CC)S(=O)(=O)c1ccc(NC(=O)c2cc(=O)[nH]c3ccccc23)cc1,11%,-0.93,-0.32,0.016,0.22,-2.2,1116,i,6,i,3.2,3.6,2.1,-32%,-0.28,1366,-1%
CNC(=O)c1ccc(N(Cc2ccccc2C)S(C)(=O)=O)cc1,18%,-0.92,-0.23,-0.59,0.72,0.0,587,i,-5,i,3.3,1.1,1.3,16%,0.71,1550,9%
Cc1nc(C)c(CCNC(=O)c2ccccc2)s1,8%,1.5,-0.24,1,-0.73,-1.2,1074,i,11,i,4.7,3.9,8.3,-10%,-0.2,1486,-11%
